# D2 antagonist: HTS Assay for Allosteric Antagonists of the Human D2 Dopamine Receptor: Primary Screen for Antagonists; D(2) dopamine receptor (Homo sapiens), P14416; HEK293 TREx D2 cells, calcium flux, dopamine EC80; inhibition, % at 10 µM; hit rate 2% among 340,000; in the data active = inhibition above about 30%; also: 0% is about no effect
#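 Cells plated overnight at 30 C with tetracycline; no-wash calcium dye, 30–90 min RT; 10 s baseline; compound pinned; 180 s read; EC80 dopamine added; another 180 s read.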
# D2 ag: HTS Assay for Allosteric Agonists of the Human D2 Dopamine Receptor: Primary Screen for Agonists | D(2) dopamine receptor (Homo sapiens), P14416 | HEK293 T-REx D2 cells, calcium flux agonist mode | activation, % at 2 µM | hit rate 0.53% among 340,000 | AID 485358, 2010;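 active = activation over 3 SD above normal in the single-dose calcium agonist read, cut at about 30% in these data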; also: 0% is about no effect
#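 Agonism scored from kinetic calcium signal (1 read/sec, 180 s) following compound pin transfer, after a 10 s baseline. Cells: HEK293 Trex line expressing inducible D2 receptor coupled to calcium, dye-loaded after overnight culture at 30 C.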
# D1 potentiator: Potentiators of Human D1 Dopamine Receptor: qHTS; AID 504651, 2011; potentiation, % at 10 µM; hit rate 0.036% among 360,000; D(1A) dopamine receptor (Homo sapiens), P21728; HEK293 TREx D1 cells, calcium flux, dopamine EC20 potentiation; in the data active = potentiation above about 30%; also: 0% is about no effect
# Target sequence (P21728 whole entry, looked up): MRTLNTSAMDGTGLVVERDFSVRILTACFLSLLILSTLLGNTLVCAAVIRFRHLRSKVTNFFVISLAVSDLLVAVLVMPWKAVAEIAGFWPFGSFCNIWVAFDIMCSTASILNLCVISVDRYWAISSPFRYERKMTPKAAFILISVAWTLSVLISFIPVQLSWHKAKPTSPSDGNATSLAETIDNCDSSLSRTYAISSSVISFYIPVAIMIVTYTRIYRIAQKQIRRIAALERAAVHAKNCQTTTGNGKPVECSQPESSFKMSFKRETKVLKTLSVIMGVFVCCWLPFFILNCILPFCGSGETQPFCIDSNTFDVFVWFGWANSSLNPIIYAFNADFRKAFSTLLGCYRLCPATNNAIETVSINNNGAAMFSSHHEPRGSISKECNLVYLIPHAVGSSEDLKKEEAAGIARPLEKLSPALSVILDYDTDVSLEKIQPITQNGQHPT
# D1 antag: Antagonist of Human D 1 Dopamine Receptor: qHTS; HEK293 TREx D1 cells, calcium flux, dopamine EC80; stronger effect = lower value; hit rate 3.2% among 360,000; AID 504652, 2011; activity change, negative = inhibition, % at 10 µM; D(1A) dopamine receptor (Homo sapiens), P21728; in the data active = activity change below about -30%; also: % is scaled to controls: 0 for no effect and ±100 for the full control effect
#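 Calcium flux readout: force-coupled, inducible Hek293 Trex D1 line, cells induced overnight at 30 C with tetracycline, dye-loaded 30–90 min at RT. Antagonism scored against EC80 dopamine challenge given 180 s after compound.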
# TRHR ag: qHTS for Small Molecule Agonists and Allosteric Enhancers of Human TRH Receptor: Primary Screen for Agonists; TRHR cells, calcium flux fluo-8, FDSS agonist mode; activation, % at 2 µM; hit rate 0.18% among 360,000; also: 0% is about no effect
# Target sequence (P34981 whole entry, looked up): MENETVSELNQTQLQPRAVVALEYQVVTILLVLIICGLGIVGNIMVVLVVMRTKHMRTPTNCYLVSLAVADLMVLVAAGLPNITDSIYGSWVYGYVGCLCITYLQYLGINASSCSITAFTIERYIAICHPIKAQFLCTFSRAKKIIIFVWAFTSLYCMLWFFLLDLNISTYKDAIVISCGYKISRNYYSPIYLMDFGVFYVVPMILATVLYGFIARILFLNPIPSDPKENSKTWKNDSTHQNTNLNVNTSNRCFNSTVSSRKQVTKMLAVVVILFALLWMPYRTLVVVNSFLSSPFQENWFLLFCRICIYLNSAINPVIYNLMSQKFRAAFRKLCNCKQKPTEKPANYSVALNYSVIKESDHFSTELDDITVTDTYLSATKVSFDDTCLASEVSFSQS
#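 TRHR-expressing cells loaded with fluo-8 calcium dye; 23 nL library compound pin-transferred, kinetic FDSS fluorescence (Ex 480/Em 530) recorded about 180 s for agonist-induced calcium release, before a 10 nM TRH EC20 addition for potentiator mode.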
# D1 ag: Allosteric Agonists of the Human D1 Dopamine Receptor: qHTS; activation, % at 2 µM; hit rate 1% among 360,000; HEK293 T-REx D1 cells, calcium flux, agonist mode; D(1A) dopamine receptor (Homo sapiens), P21728; also: 0% is about no effect
#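 Inducible HEK293 T-REx D1 cells, force-coupled to calcium signalling, were plated at 4000 cells/well with tetracycline and held overnight at 30 C. After no-wash calcium dye loading, compound-evoked calcium rise over 180 s flagged agonists.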
# D2 potentiator: HTS Assay for Positive Allosteric Modulators of the Human D2 Dopamine Receptor: Primary Screen for Potentiators | potentiation, % at 10 µM | hit rate 0.34% among 340,000 | AID 485347, 2010 | HEK293 T-REx D2, calcium flux, EC20 dopamine potentiation | D(2) dopamine receptor (Homo sapiens), P14416;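 active = potentiation over 3 SD above the plate norm, cut at about 30% in these data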; also: 0% is about no effect
#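 Potentiation of an EC20 dopamine calcium response is measured in a force-coupled, tetracycline-inducible Hek293 Trex D2 line. Compound-only kinetic reads over 180 s flag agonists before dopamine addition.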
# TRHR PAM: qHTS for Small Molecule Agonists and Allosteric Enhancers of Human TRH Receptor: Primary Screen for Enhancers; TRHR cells, fluo-8 calcium fluorescence, EC20 TRH enhancement; enhancement, % at 2 µM; hit rate 0.66% among 360,000; in the data active = enhancement above about 30%; also: 0% is about no effect
#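 TRHR-expressing cells loaded with fluo-8 calcium dye were read kinetically (ex 480/em 530) during compound addition, then stimulated with an EC20 of TRH (10 nM final). Enhancement of the Gq-mediated intracellular calcium response was scored.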
# RXFP1 antag: qHTS Assay for Antagonists of the Relaxin Receptor RXFP1; activity change, negative = inhibition, % at 57.5 µM; hit rate 0.59% among 350,000; AID 1259400, 2018; Relaxin receptor 1 (Homo sapiens), Q9HBX9; HEK293-RXFP1, relaxin-stimulated cAMP HTRF, 30 min; stronger effect = lower value;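 active = activity change of -60% or lower, but not beyond a set lower limit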; also: % is scaled to controls: 0 for no effect and ±100 for the full control effect
# Numbers without * were called inactive; . = no result given; & = joins results of further samples. Rule as the data show it, unless noted: active = activation above about 30%; inactive = the rest.
compound,D1 potentiator,TRHR ag,D2 ag,RXFP1 antag,TRHR PAM,D1 ag,D1 antag,D2 antagonist,D2 potentiator
CCN(C(=O)c1cc2c(s1)-c1ccccc1OC2)c1cc(OC)ccc1OC,-4.4,0.0,1.0,-20.6,-1.1,5.1,-1.6,11.6,1.3
CCc1ccc(/C=C(/C#N)C(N)=S)s1,-1.2,-0.7,0.3,20.7,-11.1,5.5,-2.7,11.3,0.7
Cc1ccc(N2C(=O)CC(Cc3ccc(Cl)cc3)C2=O)cc1 (stereo unspecified),-1.1,0.1,.,-12.7,4.8,-4.5,1.8,-11.5,.
CCCCNc1c([N+](=O)[O-])cc(C(=O)O)cc1[N+](=O)[O-],0.1,0.1,-0.1,.,7.4,-0.3,0.2,5.1,1.1
CCc1ccc(NC(=O)CSc2nnc(Cc3cccn3C)n2-c2ccc(F)cc2)cc1,-1.9,-0.4,0.3,.,-4.9,2.5,7.5,16.2,4.1
C=CCn1c(-c2ccoc2C)n[nH]c1=S,5.2,0.0,-0.3,-4.4,2.5,2.1,-2.7,-0.1,6.0
COc1ccc(CCNC(=O)/C(=C/c2cccnc2)NC(=O)c2ccccc2)cc1OC,-13.2,-2.7,.,12.6,-3.6,0.4,2.5,.,9.6
O=C1C=C(c2ccc(C(=O)O)cc2)C[C@@H](c2ccc3c(c2)OCO3)C1,0.2,0.8,2.0,.,3.9,-2.1,.,5.9,18.7
CC(=O)NC(CC(=O)N(C)C1CCCCC1)c1ccccc1 (stereo unspecified),-4.7,0.4,2.4,-1.7,3.0,1.7,-18.5,-20.3,.
COCCCNC(=O)CCCC(=O)NCCCOC,1.1,0.8,-0.1,3.5,-5.4,0.0,3.7,-0.1,-1.0
CS/C(=C\[N+](=O)[O-])Nc1ccccc1,-3.6,0.0,0.0,-12.4,8.3,1.0,-0.7,-0.2,20.9
CCOC(=O)C1=NN(c2ccc(Cl)cc2)C(=O)C1,-7.0,1.3,0.7,-6.9,0.4,1.3,-15.9,-1.1,-6.8
Cc1cccc(N2CCN(S(=O)(=O)c3ccc4c(c3)CCCN4C(=O)C3CCC3)CC2)c1C,-4.5&-1.3,0.0&0.1,0.3&0.6,10.2&-10.1,-2.4&-3.4,1.6&0.1,4.0&1.4,5.7,-2.7&4.8
Cc1cc(-c2ccc(S(=O)(=O)N3CCN(c4ccccc4F)CC3)s2)on1,-3.2,0.0,0.4,-14.3,-4.2,5.8,-11.3,-15.3,-5.7
O=C(/C=C/Nc1ccc(S(=O)(=O)Nc2ncccn2)cc1)c1ccc2ccccc2c1,0.1,0.5,-0.1,-9.7,-1.9,1.6,-1.0,1.4,28.0

# Two consecutive records out of the list so far, quoted:
compound,D1 potentiator,TRHR ag,D2 ag,RXFP1 antag,TRHR PAM,D1 ag,D1 antag,D2 antagonist,D2 potentiator
C=CCn1c(-c2ccoc2C)n[nH]c1=S,5.2,0.0,-0.3,-4.4,2.5,2.1,-2.7,-0.1,6.0
COc1ccc(CCNC(=O)/C(=C/c2cccnc2)NC(=O)c2ccccc2)cc1OC,-13.2,-2.7,.,12.6,-3.6,0.4,2.5,.,9.6

# Next results follow:
compound,D1 potentiator,TRHR ag,D2 ag,RXFP1 antag,TRHR PAM,D1 ag,D1 antag,D2 antagonist,D2 potentiator
CC1CCc2c(nc3ncnn3c2N2CC(C)OC(C)C2)C1 (stereo unspecified),-2.2,-1.6,-1.0,-2.3,-1.5,1.7,21.5,-34.2,-2.7
CCOC(=O)CSc1nc(C)cc(C)n1,12.8,1.2,-0.3,-5.2,11.3,1.2,4.0,-18.6,-2.6
CCOc1ccc(C2Nc3ccccc3-c3nnc(SCc4ccccc4)nc3O2)cc1OC (stereo unspecified),-4.2,0.3,0.6,.,-0.9,5.0,-28.4,.,12.6
N#C/C(=C\c1ccco1)C(=O)Nc1ccc(S(N)(=O)=O)cc1,-4.0,-0.4,1.5,-3.2,3.6,1.5,-3.0,-1.7,-13.9
C/C(=N\NC(=O)c1ccn(C)n1)c1cccc(NC(=O)c2ccncc2)c1,1.1,-0.4,-0.1,-5.8,-3.1,-0.1,-46.5*,0.3,0.5
c1ccc(CCn2c(SCc3ccccc3)nnc2-c2ccncc2)cc1,-3.2,-0.5,-1.2,1.9,9.5,34.7*,-5.4,-13.8,15.4
Cc1cnc(NC(=O)C2CCC(C(C)(C)C)CC2)s1 (stereo unspecified),-3.9,1.0,0.2,6.2,0.2,0.6,4.2,-6.9,7.0
Cn1c(=O)n(C)c2cc(NC(=O)c3ccc(F)cc3)c(Br)cc21,-1.6,-0.3,1.3,-3.7,7.3,4.0,-4.4,11.5,12.3
CC1Cc2ccccc2N1C(=O)COC(=O)C1(c2ccccc2F)CCCC1 (stereo unspecified),-6.8,0.8,0.7,-18.9,-8.8,2.0,3.3,-7.0,-2.7
CC1COc2ccccc2N1C(=O)c1ccc(F)cc1 (stereo unspecified),16.9,2.2,0.9,0.0,5.2,1.7,-0.1,-0.9,-6.6
COc1ccc(Cc2nnc(SCC(=O)N3CCCCC3)o2)cc1,-2.2,-0.2,0.3,4.8,-3.0,3.5,12.8,10.6,4.8
COc1ccccc1C(=O)NNC(=O)CCCN1C(=O)/C(=C/c2cccs2)SC1=S,-1.4,-0.8,-1.4,-7.3,3.8,3.6,-9.3,-2.6,11.8
O=C1C2CCCN2C(c2ccco2)N1c1ccc(F)cc1 (stereo unspecified),2.0,0.2,1.2,-0.7,-3.3,4.3,-7.3,6.7,10.6
CCOC(=O)NC(Nc1ccc(C)cn1)(C(F)(F)F)C(F)(F)F,-1.8,0.6,1.0,-16.5,6.4,2.7,14.1,-19.4,-1.2
COc1cc(NC(=O)C2CC2)c(OC)cc1NC(=O)c1ccco1,-6.8,0.1,-0.1,-3.0,-2.9,1.4,-20.8,10.5,13.5
NC(=O)CSc1nnc(-c2ccc(S(=O)(=O)N3CCOCC3)cc2)n1CC1CCCO1 (stereo unspecified),4.8,0.1,0.6,4.9,5.0,1.5,-2.5,-3.0,10.6
O=C(O)c1ccc(N/N=C/c2ccc(-c3cc(Cl)ccc3Cl)o2)cc1,2.0,-0.5,-0.2,-1.6,4.3,7.3,14.9,-9.9,-4.0
CN(C)C(=O)c1cc(C(=O)c2ccccc2F)c[nH]1,-4.2,0.3,-0.5,4.9,13.4,-0.1,-15.1,7.7,-3.6
Fc1cccc(-c2cc3nc4c(c(N5CCOCC5)n3n2)CCCC4)c1,7.0,0.5,0.3,-15.2,5.3,2.6,2.9,13.9,-3.5
Cc1ccccc1-n1c(SCC(=O)N2CCOCC2)nc(O)cc1=O,0.8,0.3,-0.1,10.2,0.7,1.3,-6.7,-18.5,5.9
CC(=O)c1nn(-c2cccc(Br)c2)cc1C(=O)c1ccco1,-2.0,-0.2,-1.0,-6.3,1.5,0.7,2.6,-2.4,4.6
CNC[C@H](Cc1ccccc1)NC[C@@H](Cc1cccc2ccccc12)NCCc1ccc(C)cc1,-4.7,1.4,0.1,.,0.9,17.9,-5.9,-7.6,-1.6
Fc1ccc(Sc2ccccc2CNC2=NCCN2)cc1,-0.5,0.4,-0.5,.,4.4,0.5,2.0,-3.3,6.6
COc1ccc(C(=O)N/N=C\c2coc3ccccc3c2=O)cc1,-2.4,0.1,0.1,3.2,5.2,0.7,1.5,-23.9,-1.8
COc1ccc2nc(NC(=O)C3CCCN(S(=O)(=O)c4cccc5nonc45)C3)sc2c1 (stereo unspecified),-2.1,0.5,0.2,-0.3,7.6,1.1,-5.7,-21.8,19.7
O=C(COc1cccc(F)c1)N1c2ccccc2Sc2ccccc21,4.7,0.2,0.1,.,4.3,4.3,-3.5,-6.7,0.4
COc1cc([N+](=O)[O-])c(N2CCOCC2)c([N+](=O)[O-])c1OC,-8.6,-1.1,2.0,-3.9,5.8,9.3,-33.5*,3.1,4.4
O=C(CSc1nnc(-c2ccncc2)n1-c1ccc(F)cc1)NNC(=O)c1cccc(O)c1,3.0,0.7,0.5,-7.6,-2.5,0.9,-2.5,11.0,6.8
O=C(Nc1ccc(C(=O)O)cc1)/C(=C\c1ccco1)NC(=O)c1ccc(Br)o1,-5.3,0.0,-0.2,-10.9,-9.8,0.2,7.6,1.8,12.6
O=C(NC1CCCCC1)c1cc(-c2ccc(F)cc2)on1,3.9,-1.3,-2.0,2.2,5.6,2.0,7.1,6.4,39.0*
CC(c1nc2ccccc2c(=O)[nH]1)N(C)c1ccc2ccccc2c1 (stereo unspecified),-0.1,0.1,.,-26.3,-6.9,0.1,-2.5,.,-0.9
NS(=O)(=O)c1ccc(CNC(=O)c2cc(-c3cccnc3)nc3ccc(Br)cc23)cc1,0.2,0.2,0.2,13.1,-1.2,3.5,5.1,-4.4,-4.6
CC(NC(=O)CNC(=O)C1CCCCC1)c1cccc(Cl)c1 (stereo unspecified),-5.3,-1.1,-0.6,5.8,1.3,-1.0,5.5,-2.9,-7.1
CCC(=O)N1c2ccc(S(=O)(=O)N3CCN(c4ccccc4Cl)CC3)cc2CC1C (stereo unspecified),0.8&3.9,0.4&0.6,0.2&-0.4,-3.4,0.3&-7.3,13.2&-1.0,-24.7&-10.5,3.5,11.7&-0.9
CCOCCc1nn2c(=O)cc(COC(=O)c3cccs3)nc2s1,-5.5,-0.6,-0.8,4.6,9.3,10.9,17.0,.,-8.0
N#CC1(NC(=O)COC(=O)CCCN=C2NS(=O)(=O)c3ccccc32)CCCCC1,-4.7,0.6,-0.6,-3.7,-3.0,1.5,5.3,2.1,-2.9
CC(=O)Nc1nn(C)c2nc3ccc(C)cc3cc12,-2.5,-0.6,0.1,2.2,5.5,-0.3,8.2,7.7,8.6
CCN(CC)S(=O)(=O)c1ccc2nc(NC(=O)c3cccnc3)sc2c1,1.3,0.3,1.2,-14.3,15.3,2.0,10.8,.,8.0
O=C(Cc1ccc(Br)cc1)NC1CCN(Cc2ccccc2)CC1,-6.4,-0.5,0.4,5.0,-2.8,8.3,-4.2,-2.5,-21.4
O=C(NCc1ccc(F)cc1)c1cc2c(=O)n3ccccc3nc2s1,0.7,-1.5,-0.4,-1.4,5.1,13.5,5.0,.,21.1
O=C(O)c1cccc(NS(=O)(=O)c2ccc3nnn(O)c3c2)c1,4.0,1.2,-1.2,-2.3,-0.8,2.1,14.1,-1.6,16.9

# Bioassay records as filed in PubChem BioAssay.
